Screening results: PubChem BioAssay, Broad Institute
RAD52 inh: blocks human RAD52 DNA annealing; P43351; recombinant RAD52 DNA annealing, FRET fluorescence; inhibition, % at 18.7 µM; 360,000 compounds, 0.46% hits; AID 651710;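 active = every replicate showing at least 50% inhibition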
esBAF inh: inhibitors of esBAF chromatin remodeling in mouse ES cells; reporter increase, % at 12.5 µM; 350,000 compounds, 2% hits; Bmi1-luciferase knock-in reporter, 24 h; 100% = twice the neutral-well signal; AID 602393; in the data active = activation above about 40%;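 also: 0% = median of the plate's neutral control wells and 100% = double that signal; a rise in the Bmi1 reporter signal indicates esBAF inhibition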
RAD54 branch: inhibitors of human RAD54 branch migration. inhibition, % at 10.4 µM. Q92698. RAD54 Holliday junction branch migration, FAM/BHQ fluorescence. 360,000 compounds, 0.14% hits;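 active = mean normalized replicate activity at least 40 and at least half of replicates scoring 40 or more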;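 also: 0% = median of neutral control wells and 100% = median of positive control wells; inhibitors cause a drop in the FAM fluorescence signal; in these data hits start at about 50%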
Target sequence (Q92698 whole entry, looked up): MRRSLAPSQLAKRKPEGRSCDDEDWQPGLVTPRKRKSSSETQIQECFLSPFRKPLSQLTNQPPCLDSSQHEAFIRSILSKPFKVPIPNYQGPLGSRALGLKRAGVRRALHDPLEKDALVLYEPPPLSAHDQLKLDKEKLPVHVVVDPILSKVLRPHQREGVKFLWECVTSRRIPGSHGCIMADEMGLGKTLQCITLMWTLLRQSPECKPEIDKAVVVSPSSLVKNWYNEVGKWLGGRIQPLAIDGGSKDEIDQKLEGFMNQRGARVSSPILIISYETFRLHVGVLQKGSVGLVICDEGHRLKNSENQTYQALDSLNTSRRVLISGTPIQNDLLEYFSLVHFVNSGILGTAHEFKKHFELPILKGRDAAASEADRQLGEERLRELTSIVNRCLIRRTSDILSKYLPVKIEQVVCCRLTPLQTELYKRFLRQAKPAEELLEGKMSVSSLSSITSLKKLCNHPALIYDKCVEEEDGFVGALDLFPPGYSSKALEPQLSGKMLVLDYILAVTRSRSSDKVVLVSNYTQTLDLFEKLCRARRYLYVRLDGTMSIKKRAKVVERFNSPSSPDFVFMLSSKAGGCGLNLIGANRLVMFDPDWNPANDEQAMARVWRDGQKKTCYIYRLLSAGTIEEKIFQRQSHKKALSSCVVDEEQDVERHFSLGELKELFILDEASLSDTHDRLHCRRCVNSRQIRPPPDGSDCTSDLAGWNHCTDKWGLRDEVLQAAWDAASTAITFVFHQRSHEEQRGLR
S100A4 inh HTS: inhibitors of human S100A4 binding to myosin IIA peptide. P26447. S100A4/TAMRA-MyoIIA peptide fluorescence polarization. inhibition, % at 10.7 µM. 360,000 compounds, 0.14% hits;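 active = mean inhibition of at least 70% across replicates, with every replicate also reaching that level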
Target sequence (P26447 whole entry, looked up): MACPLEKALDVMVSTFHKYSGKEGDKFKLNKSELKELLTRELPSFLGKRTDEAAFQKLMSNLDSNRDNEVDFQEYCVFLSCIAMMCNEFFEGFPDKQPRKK
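Material: S100A4 monomer protein | Medium: HEPES pH 7.2 with CaCl2, KCl, NaCl, DTT, Triton | Reagent: Labelled myosin peptide probe, 5 nM | Doses: One dose per compound | Times: 5 min incubation before reading | Benchmarks: Neutral control DMSO, positive control TFP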
ERp5 inh: blocks human ERp5 reductase activity on insulin; Q15084; AID 651711; 350,000 compounds, 0.05% hits; ERp5 insulin aggregation, absorbance 650 nm, 90 min; inhibition, % at 9.99 µM;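 active = mean replicate inhibition above about 25%, with every replicate also reaching it, limit read from the data, passing the limit was not always enough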
XiGFP reactiv: activators of X-chromosome reactivation in mouse fibroblasts; XiGFP mouse fibroblasts, % GFP-positive cells imaging, 3 d; cells co-treated with 5-aza-dC sensitizer; scaled so ellipticine positive control = 100%; activation, % at 7.58 µM; 360,000 compounds, 0.055% hits;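 active = mean normalized replicate activation at least 10% and every replicate at or above 10%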;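 also: 0% = median of on-plate neutral control wells and 100% = ellipticine 6 µM median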
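assay system = SV40-immortalized XiGFP fibroblast cells, line 68-5-11 | buffer or medium = DMEM plus 5-aza-dC sensitizer | doses = single-point pinned compound dosing | times = 3-day compound exposure, then 15 min fixation at room temperature | benchmarks = positive control ellipticine, 6 µM final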
ERAP1 inh: ERAP1 (human) enzyme inhibition; Q9NZ08; recombinant ERAP1, Leu-AMC fluorescence, 60 min; inhibition, % at 10.7 µM; 340,000 compounds, 0.15% hits; AID 652197;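 active = mean replicate inhibition of at least 30%, or all replicates individually reaching that 30% level; inactive = mean below 30% and not every replicate reaching it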;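 also: 0% = neutral control wells and 100% = L-leucinethiol positive control wells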
E-sel inducer: induces E-selectin expression in human endothelial cells; activation, % at 7.58 µM; AID 686992; 260,000 compounds, 0.37% hits; HUVEC E-selectin immunofluorescence imaging; normalized: neutral wells 0, TNF-alpha wells 100;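 active = mean E-selectin-positive cell signal at least 10% of the positive control, reached in at least 60% of replicates, without over 20% cell loss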;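 also: in these data hits start at about 27%; measured in HUVEC primary endothelial cells; signal is the percent of cells scored E-selectin positive by PE staining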
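Assay system: HUVEC, human umbilical vein endothelial cells / Amount: 3,000 HUVEC/well / Controls: TNF-alpha positive control, DMSO neutral control / Compound dosing: single concentration / Medium: EGM-2 over gelatin coat / Evaluation: percent E-selectin-positive cells / Signal: immunofluorescence imaging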
* = called active by the depositor; nt = not tested or not shown; & = joins results of further samples.

SMILES	RAD52 inh	esBAF inh	RAD54 branch	S100A4 inh HTS	ERp5 inh	XiGFP reactiv	ERAP1 inh	E-sel inducer
CN(CCc1ccccc1)C(=O)c1cccc(NC(=O)Cc2cccc(NC(=O)C3CCN(C(=O)C4CC4)CC3)c2)c1	7	-4	4	1	0	nt	-3	0.3
Cc1ccc(-n2nc3c(=O)n(CCCC(=O)NCc4cccc(F)c4)nc(C)c3c2C)cc1	-8	0	0	1	2	0.1	-4	-0.1
CCN1C(=O)[C@@H]2[C@@H](c3ccc(-c4ccc(C(C)=O)cc4)c(OC)c3)N3CCCC[C@@]3(C(=O)OC)[C@@H]2C1=O	-14	2	3	-5	-2	-0.1	-2	-0.1
CCCC#Cc1cnc2c(c1)C(=O)N([C@H](C)CO)C[C@H](C)[C@@H](CN(C)C(=O)NC1CCCC1)O2	9	1	-7	7	-2	0.1	-2	0.5
CN(CCO)c1nc2c(c(=O)n(Cc3ccc(Cl)cc3)c(=O)n2C)n1C	-7	nt	nt	-4	2	-0.1	-1	1.6
COc1ccc(NC(=O)Nc2ccc3c(c2)C(=O)N([C@@H](C)CO)C[C@@H](C)[C@@H](CN(C)C(=O)C2CCCCC2)OCCCC[C@H](C)O3)cc1	-2	-3	-5	-52	1	0.0	0	0.0
Cc1ccc(S(=O)(=O)N2C[C@H]3C(=O)C[C@@H](c4ccccc4)N(S(=O)(=O)c4ccc(C)cc4)[C@H]3C[C@H]2c2ccccc2)cc1	0	4	-7	-9	1	0.2	nt	-2.5
C[C@@H]1CCCCO[C@@H](CN(C)Cc2ccc(C(F)(F)F)cc2)[C@@H](C)CN([C@H](C)CO)C(=O)c2cc(NS(=O)(=O)c3ccccc3)ccc2O1	17	-2	-2	0	1	0.4	4	1.7
CCCSc1nc2sc3c(c2c(=O)n1-c1ccc(OC)cc1)CCN(C)C3	16	7	47	1	1	0.1	0	0.0
COc1ccccc1NC(=O)Nc1ccc2c(c1)OC[C@@H](C)N(Cc1ccccc1C(=O)O)C[C@@H](C)[C@H](OC)CN(C)C2=O	-6	-8	2	4	-4	0.0	2	0.0
C[C@@H](NC(=O)C[C@H]1CC[C@H]2[C@@H](COC[C@@H](O)CN2Cc2ccc(C(F)(F)F)cc2)O1)c1ccccc1	10	-4	5	-4	0	-0.1	-1	0.0
CS(=O)(=O)c1ccc2nc(NC(=O)Cc3ccccc3)sc2c1	2	0	-8	-4	1	0.2	-3	3.1
COc1ccc(Nc2c(-c3ccc(C)cc3)nc3cnccn23)cc1	-9	nt	nt	-2	-5	-0.2	nt	-0.4
O=C1c2cccnc2C(=O)N1Cc1ccc(F)cc1S(=O)(=O)NCc1ccco1	-12	-5	-1	-2	3	0.0	0	nt
C[C@H](CO)N1C[C@H](C)[C@H](CN(C)Cc2ccccc2)Oc2ncc(/C=C/c3ccccc3)cc2C1=O	11&15	4&-4	4&5	4&9	-9&1	-0.6	-2&-5	0.3
O=C1NCCN(Cc2c(F)cccc2Cl)C1CC(=O)N1CCCCO1 (stereo unspecified)	-4	nt	nt	-5	4	0.0	-2	nt
Cc1ccc(C)c(NC(=S)N2CCC(N(C)CC3CCCO3)CC2)c1 (stereo unspecified)	-11	-2	-1	-2	1	nt	1	nt
CCOc1ncccc1C(=O)N=c1sccn1C	-5	-4	0	4	-2	nt	-4	nt
CO[C@@H]1CN(C)C(=O)c2cc(NC(=O)C3CC3)ccc2OC[C@@H](C)N(CCC(F)(F)F)C[C@@H]1C	12	6	-5	-6	-5	0.7	-3	0.0
CCc1ccccc1NC(=S)N1CCN(c2ccccn2)CC1	7	-1	nt	-4	-6	-0.3	-1	nt
C[C@@H]1CN([C@@H](C)CO)C(=O)Cc2cc(NC(=O)Nc3ccc(C(F)(F)F)cc3)ccc2O[C@@H]1CN(C)Cc1ccc(-c2ccccc2)cc1	1	-3	11	1	-4	-0.5	5	0.3
COc1ccc(NC(=O)N(C)C[C@@H]2Oc3ccc(NC(=O)Nc4ccc(C(F)(F)F)cc4)cc3CC(=O)N([C@@H](C)CO)C[C@@H]2C)cc1	4	2	3	-4	-10	0.1	5	0.3
CC1=NN(C(=O)c2ccc(Cn3nc(C)c([N+](=O)[O-])c3C)o2)C(O)(C(F)(F)F)C1 (stereo unspecified)	-3	4	-1	2	7	0.0	1	0.1
COc1cc(OC)nc(-n2ncc(OC)c(Br)c2=O)n1	-22	nt	0	2	-1	-0.1	4	-1.4
Cc1ccc(OCCN2CCNCC2)c([N+](=O)[O-])c1	4	29	4	-3	2	0.1	0	0.0
CCCc1nnc(NC(=O)c2cccnc2)s1	-12	nt	-4	3	2	0.2	nt	nt
C[C@H]1CN([C@@H](C)CO)C(=O)c2cc(NC(=O)CCC(F)(F)F)ccc2O[C@@H]1CN(C)C(=O)Nc1ccccc1	21	-2	-2	-4	-1	0.0	-2	0.0
CC(=O)CCC(=O)N1CCCC(N2CCN(c3cccc(Cl)c3)CC2)C1 (stereo unspecified)	-6	2	-12	-9	2	0.0	-6	nt
C[C@@H]1CN([C@@H](C)CO)S(=O)(=O)c2ccc(C#CC(C)(C)O)cc2O[C@@H]1CN(C)C(=O)C1CCC1	1	-2	-3	10	5	-0.5	-3	-0.4
CCCNC(=O)N[C@@H]1CC[C@H](CC(=O)NC2CCC2)O[C@@H]1CO	-4	-2	0	2	-7	0.0	-1	0.4
O=C1CCCCC1Oc1ccc2ccc(=O)oc2c1 (stereo unspecified)	-16	0	-13	-3	1	0.2	-1	0.1
COc1cccc(C#Cc2ccc([C@H]3[C@@H](C#N)N(C(=O)C4CC4)[C@@H]3CO)cc2)c1	-5	-5	-15	-4	-2	-0.1	-2	-0.3
C[C@H]1CN([C@@H](C)CO)C(=O)c2cccc(NC(=O)C3CCCCC3)c2O[C@H]1CN(C)Cc1ccc2c(c1)OCO2	-2	-2	1	-26	-4	-1.0	0	0.6
CC(C)n1nccc1NC(=O)COC(=O)c1ccc(NC(N)=O)cc1	-5	1	2	-1	-3	0.1	-2	-0.1
Nc1ccc(N2CCCCC2)c(S(=O)(=O)Nc2ccccc2Cl)c1	-2	nt	-5	5	1	1.0	-3	-0.2
C[C@@H]1CN([C@@H](C)CO)C(=O)c2cc(-c3ccc(F)cc3)cnc2O[C@@H]1CN(C)C(=O)c1cccnc1	3	-1	3	33	9	0.4	0	0.1
C[C@H]1CCCCO[C@@H](CN(C)C(=O)NC2CCCCC2)[C@@H](C)CN([C@@H](C)CO)C(=O)c2cc(NC(=O)c3ccccc3)ccc2O1	nt	1	-8	nt	nt	0.0	nt	0.1
COc1ccc2[nH]c3c(c2c1)CCN1C(=O)C(CC(=O)NCCc2ccccn2)C[C@H](C(=O)N2CCOCC2)[C@@]31C (stereo partly specified)	-6	2	3	0	3	-0.1	-2	nt
COc1ccc(-c2cn[nH]c2-c2ccc(OCc3ccccc3)cc2O)cc1OC	2	nt	1	-5	1	0.0	0	1.6
C[C@@H]1CCCCO[C@H](CN(C)Cc2ccccc2)[C@H](C)CN([C@H](C)CO)C(=O)c2cc(NC(=O)C3CCCCC3)ccc2O1	33	-6	-2	-4	-5	0.3	-3	0.2
S=c1[nH]nc(C2CCCCC2)n1/N=C/c1ccccc1Br	-7	4	0	-3	4	0.0	3	0.0
CCNC(=O)C1(C)CCN(Cc2ccccc2C#N)C1 (stereo unspecified)	-14	-3	-4	8	3	0.8	-1	-0.1
CCC(=O)N(C)C[C@H]1Oc2ncc(-c3ccccc3OC)cc2C(=O)N([C@H](C)CO)C[C@@H]1C	-15	-6	4	8	-1	0.0	-1	0.1
CCOc1ccc(N(CC(=O)N2CCCCCC2)S(=O)(=O)c2ccc(F)cc2)cc1	-1	-4	-3	24	7	0.0	0	-0.2
O=C(Cn1cnc2c(cnn2-c2ccccc2)c1=O)N1CCOCC1	-11	-2	-17	1	-1	0.1	2	0.0
C[C@@H]1CCCCO[C@@H](CN(C)S(=O)(=O)c2ccc(Cl)cc2)[C@H](C)CN([C@H](C)CO)C(=O)c2cc(NC(=O)Nc3ccc(C(F)(F)F)cc3)ccc2O1	nt	2	-1	nt	nt	0.5	nt	2.2
COc1ccc(CCNC(=O)c2cc(-c3ccncc3)nc3ccc(S(=O)(=O)N4CCOCC4)cc23)cc1OC	-15	1	10	16	nt	0.1	-4	nt
COC(=O)CCC(=O)Nc1ccc2oc3c(c2c1)CCCC3	-1	-9	5	-3	0	0.1	0	nt
CCN(c1ccccc1)S(=O)(=O)c1ccc(C(=O)N2CCCC(C(F)(F)F)C2)cc1 (stereo unspecified)	-2	-9	nt	19	2	0.5	2	-0.3
C[C@@H]1CN([C@H](C)CO)C(=O)c2cc(NC(=O)Nc3ccc4c(c3)OCO4)ccc2O[C@@H]1CN(C)Cc1ccncc1	7	-5	2	12	3	0.1	2	0.1

One compound at a time, from the list above. Screens in order: RAD52 inh, esBAF inh, RAD54 branch, S100A4 inh HTS, ERp5 inh, XiGFP reactiv, ERAP1 inh, E-sel inducer
Results for COc1ccc(CCNC(=O)c2cc(-c3ccncc3)nc3ccc(S(=O)(=O)N4CCOCC4)cc23)cc1OC : -15, 1, 10, 16, nt, 0.1, -4, nt
Results for CCOc1ccc(N(CC(=O)N2CCCCCC2)S(=O)(=O)c2ccc(F)cc2)cc1 : -1, -4, -3, 24, 7, 0.0, 0, -0.2
Results for CCNC(=O)C1(C)CCN(Cc2ccccc2C#N)C1 (stereo unspecified) : -14, -3, -4, 8, 3, 0.8, -1, -0.1

(list continues)
SMILES	RAD52 inh	esBAF inh	RAD54 branch	S100A4 inh HTS	ERp5 inh	XiGFP reactiv	ERAP1 inh	E-sel inducer
CS(=O)(=O)N1CC(=O)N2[C@@H](CO)[C@@H](c3ccc(Br)cc3)[C@@H]2C1	1	nt	nt	-5	-4	0.1	1	0.1
COc1cc(/C=C2/N=C(c3ccccc3F)OC2=O)cc(Cl)c1OS(C)(=O)=O	-27	-6	3	-2	3	nt	-2	nt
COc1ccc(-c2nc(NC(=O)Cn3cnnn3)sc2C)cc1	-26	1	-8	1	-3	0.0	nt	8.7
COc1ccc(C(=O)NNC(=O)CN(C)S(=O)(=O)c2ccc(Cl)cc2)c(OC)c1OC	-8	-1	14	47	-6	0.3	2	nt
CN(C)S(=O)(=O)c1ccc(NC(=O)CCCNC(=O)c2ccc(Cl)cc2)cc1	-3	3	2	-3	-1	0.0	2	nt
C[C@@H]1CN([C@@H](C)CO)C(=O)c2ccccc2-c2ccccc2CO[C@H]1CN(C)C(=O)Nc1ccccc1	15	6	2	-2	-5	0.0	-2	-0.2
COc1ccc(NC(=O)N2CCCCN3[C@@H](CO)[C@@H](c4ccc(C#Cc5ccccn5)cc4)[C@@H]3C2)cc1	62*	1	8	1	-3	0.0	1	-0.6
CC1(C(=O)Nc2ccc3c(c2)OCCO3)CN(S(C)(=O)=O)CC(=O)N1CCCn1ccnc1 (stereo unspecified)	-8	nt	nt	1	1	0.1	-4	0.1
C[C@H](NC(=O)C[C@@H]1C[C@@H]2c3cc(NS(=O)(=O)c4ccc(F)cc4)ccc3O[C@@H]2[C@@H](CO)O1)c1ccccc1	-1	9	1	1	-1	0.0	2	-0.2
C[C@H]1CCC[C@@]2(O[C@H](CCO)C[C@H](O)[C@H]2O)O1	-2	4	-7	-4	2	0.0	nt	0.1
COc1ccc(S(=O)(=O)N(C)C[C@H]2Oc3ccc(NC(=O)Nc4ccc5c(c4)OCO5)cc3CC(=O)N([C@@H](C)CO)C[C@H]2C)cc1	6	4	11	3	4	-0.1	4	79*
